# Assay outcomes as filed in PubChem.
# A549 tox: A549 cytotoxicity, counter-screen for Nrf2 inhibitors; A549 ARE-Fluc cells, CellTiter-Fluor viability, 18-24 h; Potency, µM (highest dose often 46 µM), for the others: top-dose activity change, negative = cytotoxicity, most hits filed as inhibitors; 390,000 compounds, 0.16% hits; AID 504648; further: potency means the concentration at half of the fitted maximal effect; on the % scale 0 is the no-effect control and ±100 the full control effect
#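 A549 ARE_Fluc cells in 5% FBS OPTI-MEM were exposed to compounds in concentration-response for 18-24 h at 37 deg C. Viability was read by CellTiter-Fluor fluorescence (Ex 405/Em 525) after 30 min, before the luciferase read.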
# Nrf2 inh: inhibitors of Nrf2 signaling; 360,000 compounds, 2.1% hits; A549 ARE-Fluc reporter, luciferase luminescence, 18-24 h; Potency, µM (doses to about 46 µM), for the others: top-dose activity change, negative = inhibition, usual class: inhibitors; further: potency means the concentration at half of the fitted maximal effect; on the % scale 0 is the no-effect control and ±100 the full control effect; nearly all actives have a fitted effect of over 60% in size
#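 In this cell-based qHTS, ARE-driven firefly luciferase in A549 cells reports Nrf2 activity; the luminescent signal after BugLite lysis is the measured value, with a prior CellTiter-Fluor read for cell health.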
# CCT modulator: changes cytosolic chaperonin activity; purified chaperonin ATPase assay, HTRF ADP detection, 30 min; activity change, % (test concentration not listed), hits read low; 360,000 compounds, 0.3% hits; AID 651819; in the data active means activity change below about -30%; further: on the % scale 0 is the no-effect control and ±100 the full control effect
#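 ATPase activity: ADP formed was measured by HTRF Transcreener (665/615 nm ratio) after 30 min at 37 deg C with 10 uM ATP. Compounds screened at one 76 uM concentration against 40 or 20 nM TRiC in Tris pH 7.4/KCl/MgCl2/DTT buffer.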
# Nrf2 activator: activates Nrf2 signaling; 410,000 compounds, 0.31% hits; Potency, µM (highest dose often 46.1 µM), for the others: top-dose activation, usual class: activators; AREc32 ARE-luciferase reporter (MCF7-derived line), luminescence, 24 h; further: potency means the concentration at half of the fitted maximal effect; % of control where 0% means no effect; nearly all actives have a fitted effect of over 65% in size
#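 Quantitative high-throughput format: AREc32 reporter cells, 1000 per well, received compound by pin transfer and were incubated 24 hr at 37 deg C, 5% CO2, before Steady-Glo luminescence detection.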
# Akt phos inh: blocks phosphorylation of Akt; Neuro2A IGF-stimulated pAkt S473 HTRF, 20 min; active compounds read low; activity change, % for hits at 50 µM; 360,000 compounds, 0.32% hits; AID 651550; in the data active means activity change below about -80%; inconclusive means mostly about -51% to -80%; further: on the % scale 0 is the no-effect control and ±100 the full control effect
#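 Single-point screen (50 µM final compound) in Neuro2A cells stimulated 20 min with 6 nM IGF at 37 deg C. After lysis, Ser473-phosphorylated Akt read by HTRF (ex 330 nm, em 615/665 nm) as the 665/615 ratio.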
# HepG2 viability: kills HepG2 cells in TGF-b inhibitor counter-screen; HepG2 CAGA-GFP viability, ATP luminescence, 18 h; Potency, µM (top dose mostly 46.1 µM), without a hit: at the top dose activity change, negative = cytotoxicity, usual class: cytotoxic; 410,000 compounds, 0.76% hits; further: potency means the concentration at half of the fitted maximal effect; some results filed as inactive show a strong effect at the top dose
#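 CellTiter-Glo luminescence gave cytotoxicity after 18 hours at 37 degrees C. The cells were HepG2 CAGA-GFP in 1% FBS DMEM, stimulated with 500 pg/mL TGF-beta after compound addition. %Activity was normalised to no-cell wells (complete cell-killing) and DMSO (no toxicity), and curves were fitted and classified.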
# Mm-Cpn inhibitor: inhibitors of Methanococcus maripaludis chaperonin (MmCpn). 330,000 compounds, 0.031% hits. AID 504842. Potency, µM (top dose mostly 76.9 µM), without a hit: at the highest dose activity, negative = inhibition, usual class: inhibitors. purified Mm-Cpn ATPase, ADP Transcreener TR-FRET; further: potency means the concentration at half of the fitted maximal effect; on the % scale 0 is the no-effect control and ±100 the full control effect; nearly all actives have a fitted effect of over 80% in size
#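 Inhibition of chaperonin ATP hydrolysis is measured as reduced ADP production, detected by competitive TR-FRET in which signal falls with ADP. Final enzyme 25 nM and ATP 10 uM, reacted 30 min at 37°C.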
# TGFb inhibitor: TGF-b pathway inhibition. HepG2 CAGA-GFP TGF-b/SMAD3 reporter, GFP fluorescence, 18 h; TGF-beta stimulated, 500 pg/mL final. Potency, µM (top dose mostly 46.1 µM), inactives show at the highest dose activity, negative = inhibition, actives largely listed as inhibitors. 410,000 compounds, 1.2% hits. AID 588855; further: potency means the concentration at half of the fitted maximal effect; on the % scale 0 is the no-effect control and ±100 the full control effect; nearly all actives have a fitted effect of over 65% in size
#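 Read-out: total well GFP (ex488/em500-530) summed from mean per-cell fluorescence. Cells: HEPG2 CAGA-GFP, 1% FBS DMEM, 18 h at 37 degrees C with 500 pg/mL final TGF-beta. Unstimulated wells served as the full-inhibition control; stimulated DMSO wells = 0%.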
# Abeta yeast res: restores growth of yeast expressing A-beta42 peptide; Potency, µM (top dose mostly 46.1 µM), for the others: at the highest dose growth rescue, hits mostly activators; 410,000 compounds, 0.063% hits; yeast expressing A-beta42, growth rescue, OD600, 48 h; response scale: 0% DMSO, 100% iron-clioquinol control; further: potency means the concentration at half of the fitted maximal effect; nearly all actives have a fitted effect of over 55% in size
#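 Growth rescue measured by 600 nm absorbance after 48 h yeast culture at 30 C with compound. Values normalized between DMSO and an equimolar ferric chloride plus clioquinol control.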
# * marks the source's active call; other numbers are inactive results; i = inactive; ? = inconclusive; . = not tested or not shown; [ ] = remark or other dose. Unless noted, the call rests on the fitted dose curve; in most records, active means well fitted curve in the direction sought with a large enough effect; inconclusive means small, poorly fitted or top-dose-only effect, or another doubt; inactive means no such curve, though single readings can be large; an effect the other way counts as inactive or inconclusive.
SMILES,A549 tox,Nrf2 inh,CCT modulator,Nrf2 activator,Akt phos inh,HepG2 viability,Mm-Cpn inhibitor,TGFb inhibitor,Abeta yeast res
COc1ccc(-c2cc(=O)[nH]c(=O)[nH]2)cc1,-9%,1%,-3.7,-0.6%,i,1%,-7%,-7%,-11%
O=C1CCNc2ccc(-c3ccccc3)cc21,9%,3%,-4.9,0.7%[9.22 µM],i,-5%,-1%,19%,-9%
O=C(CCCN1C(=O)c2cccc3cccc(c23)C1=O)Nc1ccon1,0%,-1%,-1.3,0.1%,i,3%,2%,0%,-9%
COP(=O)(CN(Cc1ccccc1)C(=S)Nc1c(C)cccc1C)OC,15%,?,0.4,1.9%,i,-1%,-4%,0%,-4%
Cc1ccc(S(=O)(=O)N2CCN(c3nc(C)c4c(c3C#N)CC(C)(C)OC4)CC2)cc1,1%,?,1.5,-0.5%,i,-6%,-3%,0%,6%
COc1ccc(CNC(=O)CN2C(=O)CSc3ccc(S(=O)(=O)N4CCCCC4)cc32)cc1,-8%,11%,-0.8,-0.2%,i,0%,0%,-1%,7%
CC#CCN1C(=O)N[C@@H](c2ccccc2)C(C(=O)OC)=C1C,-4%,-17%,0.6,2.6%,i,18%,.,7%,21%
COc1ccc(C2c3c(oc4ccccc4c3=O)C(=O)N2c2ccccn2)cc1 (stereo not drawn),-7%,-1%,0.5,0.4%,i,1%,0%,-1%,-8%
CCN1C(C(=O)c2ccccc2)=C(OC(=O)COc2ccc(C)cc2)c2ccccc2S1(=O)=O,?,23µM*,.,-0.9%,.,-4%,.,-26%,-41%
Cc1cccc(NC(=O)Cn2c(=O)nc(-c3ccccc3)c3ccccc32)c1C,-19%,.,.,4.4%,.,0%,.,-10%,-2%
CSc1nnc(-c2ccccc2)c(-c2ccccc2)n1,-1%,1%,1.3,0.5%,i,3%,3%,5%,-13%
O=C(Nc1ccccc1)c1c2c(nc3ccccc13)CCCC2,-8%,-10%,-2.8,-0.7%,i,9%,-2%,-4%,15%
COc1ccc2c([N+](=O)[O-])c(Cl)[nH]c2c1,-2%,-17%,1.2,3.1%,i,8%,-5%,7%,8%
COc1ccc(-n2c(=O)c3ccccc3c3ccccc3c2=O)cc1,-3%,10%,1.0,-0.6%,i,-1%,0%,2%,13%
CCOC(=O)[C@H]1[C@H]2COc3ccc(Cl)cc3[C@@H]2N2C(=O)CN(C)C(=O)[C@@]12C,-3%,6%,1.5,-0.3%,i,2%,0%,6%,2%
COc1ccc(CCNC(=O)CN(c2ccc(C)cc2)S(=O)(=O)c2ccc(OC)cc2)cc1,-7%,9%,.,3.7%,.,-2%,.,4%,2%
CC(=O)N1CCc2c(sc3nc(SCC(C)C)n(-c4ccc(C)c(Cl)c4)c(=O)c23)C1,-7%,-14%[9.27 µM],.,5.5%,.,11µM*,.,?,-9%
O=C(CSc1nc2ccc(Cl)cc2[nH]1)N1CCN(C(=O)c2ccco2)CC1,6%,3%,-3.2,4.6%,i,-20%,0%,?,2%
O=C(COc1ccccc1F)NNC(=O)c1cc(Br)ccc1Cl,-7%,2%,0.2,-0.5%,i,-10%,2%,7%,-4%
CC(=O)c1ccc(NS(=O)(=O)c2ccc(C(C)(C)C)cc2)cc1,-17%,8.2µM*,-0.3,1.9%,i,-2%,0%,?,-3%
C=CCNC(=S)NCCO,-2%,-5%,-2.8,0.1%,i,2%,-18%,-12%,-8%
C/C(=N\N1CCN(Cc2ccccc2Cl)CC1)c1ccc(F)cc1,2%,-3%,-3.1,0.2%,i,-8%,4%,-1%,11%
CCCC(=O)Nc1cccc(Oc2nc(C)cc(C)c2C#N)c1,7%,9%,-0.7,-0.2%,i,-10%,1%,-4%,4%
O=C(NCc1ccccc1)c1cc(C2COCCN2C(=O)c2ccccc2)on1 (stereo not drawn),.,.,-1.0,0.1%,i,-1%,.,29%,-9%
O=C(NCc1cccs1)c1ccncc1,3%,22%,0.0,-0.5%,i,1%,-2%,-2%,11%
# Remaining list, next part.
SMILES,A549 tox,Nrf2 inh,CCT modulator,Nrf2 activator,Akt phos inh,HepG2 viability,Mm-Cpn inhibitor,TGFb inhibitor,Abeta yeast res
O=C(O)CC(NS(=O)(=O)c1ccc(Cl)s1)c1ccccc1 (stereo not drawn),-1%,8%,.,-0.7%,.,-6%,.,0%,-8%
CCCN(CCC)C(=O)C1c2ccccc2Oc2ccccc21,-1%,3%,-15,2.6%,i,-31%,-1%,9%,-9%
O=C(NCc1ccccc1)C(c1ccncc1)N(C(=O)c1csnn1)C1CC1 (stereo not drawn),-2%,7%,-1.4,-0.2%,i,15%,0%,-8%,2%
Cc1ccc(C(=O)Cn2nnc3c(sc4nc5c(c(-c6ccccc6)c43)CCC5)c2=O)cc1,5%,-2%,-5.0,-0.3%,i,-1%,-1%,3%,6%
O=C1c2cccnc2C(Nc2ccc(S(=O)(=O)N3CCCCC3)cc2)N1Cc1ccccc1 (stereo not drawn),-3%,.,0.9,-1.6%,i,2%,-2%,2%,9%
O=C(O)c1ccc(COc2c(F)c(F)cc(F)c2F)cc1,-2%,10%,-1.9,-0.8%,i,-9%,-3%,-13%,-6%
CC(C)COc1ccc(CNC(=S)Nc2ccccc2)cc1Cl,12%,-1%,0.2,3.9%,i,13µM*,2%,11µM*,-11%
CCNC(=O)CC1C(=O)N(c2ccccc2)C(=O)N1Cc1ccc(OC)cc1 (stereo not drawn),-8%,?,-1.5,-0.8%,i,-23%,1%,-8%,-7%
Cn1c(N)c(C(=O)CSc2nnc(-c3ccccc3F)n2N)c(=O)n(C)c1=O,0%,9%,-0.1,-0.2%,i,-5%,-3%,1%,-6%
C=CCNc1nc2c(c(=O)n(C)c(=O)n2C)n1Cc1ccc(F)cc1,0%,8.2µM*,-2.6,-0.8%,i,2%,0%,-43%,8%
O=C(CNC(=S)N(CCCN1CCOCC1)Cc1cccs1)NCCN1CCOCC1,10%,16%,1.6,0.0%,i,2%,0%,5%,-3%
CCCn1c(NC(=O)C23CC4CC(CC(O)(C4)C2)C3)nc2ccccc21,-5%,-7%,-0.5,6.2%,i,-23%,2%,-17%,4%
COc1cccc(-c2cc(C(F)(F)F)n3ncc(C(=O)NCC4CCCO4)c3n2)c1 (stereo not drawn),-9%,?,-1.3,-0.2%,i,-18%,-6%,2%,-1%
O=C(CCNC(=O)c1ccccc1Cl)N/N=C\c1ccc(O)cc1,8%,-6%,-1.3,0.1%,i,-11%,1%,11%,2%
CCCNC(=O)C(Cc1ccccc1)NS(=O)(=O)c1cccc2nsnc12 (stereo not drawn),1%,21%,-4.0,0.1%,i,-18%,0%,-21%,-5%
O=C(CCNS(=O)(=O)c1ccc(Br)cc1)NCc1cccs1,0%,-2%,-1.2,-0.4%,i,1%,3%,14%,5%
Cc1nc(NC(=O)c2ccccc2)sc1-c1csc(NCc2ccccc2)n1,-16%,21µM*,-0.9,3.2%,i,-15%,-20%,7%,14%
Cc1ccc(C(=O)OCC(=O)Nc2ccc3[nH]c(=O)[nH]c3c2)cc1S(=O)(=O)N1CCOCC1,-5%,2%,-3.7,0.4%,i,23%,1%,3%,10%
Cc1ccc(S(=O)(=O)Cc2cc(-c3ccc(Cl)cc3)no2)cc1,14%,?,1.6,0.4%,i,-14%,2%,-13%,3%
COc1ccccc1NC(=O)N(C)C[C@@H]1OCc2cn(nn2)CCCC(=O)N([C@@H](C)CO)C[C@H]1C,.,.,-1.1,-0.2%,i,8%,.,-1%,-6%
COC(=O)Cn1c(=NC(=O)c2nc3ccccc3s2)sc2cc(S(N)(=O)=O)ccc21,-13%,?,-4.6,-0.4%,i,1%,-3%,32%,13%
O=C(NC1CCCCCCC1)c1cc([N+](=O)[O-])ccc1Cl,4%,5%,-1.0,6.4%,i,-24%,1%,-17%,8%
CC(=O)c1cc(F)c(N2CCN(C(=O)C(C)(C)C)CC2)cc1C,-13%,-10%,0.0,0.2%,i,-15%,0%,-4%,-13%
O=C1CC(N2CCN(c3ccccc3Cl)CC2)C(=O)N1c1cccc(F)c1 (stereo not drawn),-11%,-19%,-1.1,0.2%,i,-12%,0%,1%,24%
CCOC(=O)CSc1ccc(C(=O)NCCCN2CCOCC2)cc1[N+](=O)[O-],3%,-6%,-9.0,-0.3%,i,13%,1%,4%,-21%
C=CCn1cccc(C(=O)Nc2ccc(OCC)cc2)c1=O,0%,12µM*,-1.1,4.2%,i,5%,-1%,9%,-10%
CCN(CC)CCN(C(=O)c1cccc(N2C(=O)CCC2=O)c1)c1nc2cc3c(cc2s1)OCO3,4%,?,-0.2,-0.1%,i,7%,-1%,-11%,-13%
Cc1ccc([N+](=O)[O-])cc1NC(=O)Nc1onc(C)c1C,2%,-6%,1.4,10%,i,-2%,-12%,8%,3%
COc1cc(CN(C)C)cc(C=O)c1O,5%,-1%,-3.3,0.0%,i,-2%,0%,5%,-4%

# Rewritten with two lines to a compound: part of the list above.
# Results follow in this order: A549 tox, Nrf2 inh, CCT modulator, Nrf2 activator, Akt phos inh, HepG2 viability, Mm-Cpn inhibitor, TGFb inhibitor, Abeta yeast res
> COc1cccc(-c2cc(C(F)(F)F)n3ncc(C(=O)NCC4CCCO4)c3n2)c1 (stereo not drawn)
→ -9%, ?, -1.3, -0.2%, i, -18%, -6%, 2%, -1%
> O=C(CCNC(=O)c1ccccc1Cl)N/N=C\c1ccc(O)cc1
→ 8%, -6%, -1.3, 0.1%, i, -11%, 1%, 11%, 2%
> CCCNC(=O)C(Cc1ccccc1)NS(=O)(=O)c1cccc2nsnc12 (stereo not drawn)
→ 1%, 21%, -4.0, 0.1%, i, -18%, 0%, -21%, -5%
